High-throughput results (PubChem)
TEAD-YAP block = TEAD-YAP interaction inhibition. HEK-TIYL cells, TEAD-Gal4/YAP UAS-luciferase luminescence. inhibition, % at 9.12 µM. 640,000 compounds, 1.4% hits. AID 1259422; in the data active means inhibition above about 32%;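 further: 0% = median of test compound wells and 100% = reference inhibitor wells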
FBW7 activator = activators of human E3 ligase FBW7. AlphaScreen FBW7–phospho-cyclin E peptide binding, activator screen. 650,000 compounds, 0.13% hits. Q969H0. normalized activity (activation), % at 26.1 µM; in the data active means normalized activity above about 1.9%;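 further: purified mutant Fbw7 with reduced substrate affinity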
Target sequence (Q969H0 whole entry, looked up): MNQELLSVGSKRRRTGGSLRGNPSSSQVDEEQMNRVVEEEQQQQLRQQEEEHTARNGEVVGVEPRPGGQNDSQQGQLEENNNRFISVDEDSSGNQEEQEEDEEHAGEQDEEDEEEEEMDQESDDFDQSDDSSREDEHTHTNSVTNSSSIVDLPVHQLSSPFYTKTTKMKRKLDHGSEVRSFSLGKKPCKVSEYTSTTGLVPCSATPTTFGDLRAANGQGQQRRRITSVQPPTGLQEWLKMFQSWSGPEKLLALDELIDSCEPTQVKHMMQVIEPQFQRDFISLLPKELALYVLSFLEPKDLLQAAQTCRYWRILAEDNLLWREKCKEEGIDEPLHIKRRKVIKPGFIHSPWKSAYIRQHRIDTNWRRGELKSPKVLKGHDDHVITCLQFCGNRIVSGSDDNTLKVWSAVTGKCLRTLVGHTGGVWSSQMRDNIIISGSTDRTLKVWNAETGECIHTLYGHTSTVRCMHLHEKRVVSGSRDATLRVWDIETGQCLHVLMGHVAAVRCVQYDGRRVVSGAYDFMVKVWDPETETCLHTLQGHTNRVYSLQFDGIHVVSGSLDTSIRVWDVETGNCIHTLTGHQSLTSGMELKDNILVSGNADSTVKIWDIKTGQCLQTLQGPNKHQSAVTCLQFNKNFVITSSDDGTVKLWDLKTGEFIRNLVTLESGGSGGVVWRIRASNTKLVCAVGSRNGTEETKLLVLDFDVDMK
MITF inh = human MITF inhibition, primary screen; AlphaScreen MITF homodimerization, bead proximity signal; inhibition, % at 2.6 µM; 650,000 compounds, 0.91% hits; in the data active means inhibition above about 50%;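 further: 0% = vehicle wells with protein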
GPR151 ag = activates the human receptor GPR151; 650,000 compounds, 1% hits; PathHunter beta-arrestin GPR151 cells, luminescence; Q8TDV0; activation, % at 11.2 µM; AID 1508602; in the data active means activation above about 4.9%;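 further: 0% = median of compound wells and 100% = cells with positive control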
Target sequence (Q8TDV0 whole entry, looked up): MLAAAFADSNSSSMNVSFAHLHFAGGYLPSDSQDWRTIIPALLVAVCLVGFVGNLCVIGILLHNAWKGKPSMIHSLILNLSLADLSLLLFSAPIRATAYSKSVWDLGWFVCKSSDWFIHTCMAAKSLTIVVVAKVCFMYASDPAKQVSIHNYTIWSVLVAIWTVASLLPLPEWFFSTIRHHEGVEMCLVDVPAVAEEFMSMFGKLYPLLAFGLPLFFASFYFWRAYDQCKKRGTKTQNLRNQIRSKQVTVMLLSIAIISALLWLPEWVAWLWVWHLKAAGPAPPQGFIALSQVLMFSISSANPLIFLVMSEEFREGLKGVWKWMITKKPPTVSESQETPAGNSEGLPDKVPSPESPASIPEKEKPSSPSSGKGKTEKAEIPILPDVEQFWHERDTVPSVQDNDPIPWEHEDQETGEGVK
Numbers without * were called inactive; x = no result given. Not a hit list; about 3.4% have a hit in one of these screens.

SMILES	TEAD-YAP block	FBW7 activator	MITF inh	GPR151 ag
CC(C)Oc1ccc(C(=O)NCC2Cc3cccc(-c4ccncc4)c3O2)cc1 (stereo unspecified)	-13.9	0.1	11.6	0.5
NC(=O)CSc1nnc(-c2ccc3c(c2)OCO3)o1	44.6*	-0.1	1.3	-2.3
CC(C)c1nc2n[nH]c(N)c2c2c1CCCC2	-16.9	-0.3	1.8	2.0
CC1CCN(c2c(NCC3CCC(C(=O)Nc4cccc(F)c4)CC3)c(=O)c2=O)CC1 (stereo unspecified)	-2.4	0.0	-1.2	3.0
COc1ccc(CCNC(=O)CSc2nc3ccsc3c(=O)n2CCN2CCCC2)cc1OC	-6.5	0.1	11.7	-0.9
CCc1ccc(C2C3=C(COC3=O)Nc3c2c(=O)[nH]c(=O)n3CC)cc1 (stereo unspecified)	-2.3	-0.1	-8.7	-1.2
CNC(=O)COc1ccc(Cl)c2cccnc12	-5.0	0.1	8.6	0.8
CC1Cc2cc(/C=C/[N+](=O)[O-])ccc2O1 (stereo unspecified)	19.3	0.0	0.2	0.8
CCc1ccc(S(=O)(=O)Nc2ccccc2OC)cc1	-3.1	0.0	0.0	-0.6
COc1ccc(/C=N/NC(=O)c2ccc(N)cc2)cc1Cn1cc([N+](=O)[O-])cn1	-5.7	-0.1	6.9	1.3
CC(CN1CCC(n2c(=O)[nH]c3cc(Cl)ccc32)CC1)NC(=O)c1ccc2ccccc2c1 (stereo unspecified)	x	x	4.9	1.0
O=C(Nc1nnc(CCc2ccccc2)s1)c1cccc(NC(=O)C(F)(F)F)c1	2.6	0.0	2.9	-0.3

Reprinted at random: 5 records from the list.
SMILES	TEAD-YAP block	FBW7 activator	MITF inh	GPR151 ag
NC(=O)CSc1nnc(-c2ccc3c(c2)OCO3)o1	44.6*	-0.1	1.3	-2.3
CC(C)Oc1ccc(C(=O)NCC2Cc3cccc(-c4ccncc4)c3O2)cc1 (stereo unspecified)	-13.9	0.1	11.6	0.5
O=C(Nc1nnc(CCc2ccccc2)s1)c1cccc(NC(=O)C(F)(F)F)c1	2.6	0.0	2.9	-0.3
COc1ccc(/C=N/NC(=O)c2ccc(N)cc2)cc1Cn1cc([N+](=O)[O-])cn1	-5.7	-0.1	6.9	1.3
COc1ccc(CCNC(=O)CSc2nc3ccsc3c(=O)n2CCN2CCCC2)cc1OC	-6.5	0.1	11.7	-0.9

Next entries.
SMILES	TEAD-YAP block	FBW7 activator	MITF inh	GPR151 ag
O=C(NC1CCN(Cc2ccccc2)CC1)C1CC(O)CN1C(=O)Nc1ccccc1 (stereo unspecified)	-11.5	-0.2	-4.1	-0.4
Cc1ccc(-n2nc3c(c2NC(=O)c2ccccc2Cl)CS(=O)C3)cc1 (stereo unspecified)	6.0	0.4	8.4	0.5
Cc1ccc(CNC(=O)Cn2c(CO)cnc2SCc2ccc(F)cc2)cc1	1.1	-0.2	27.2	-1.8
Cc1cc(=O)n2c(-c3cccc(NC(=O)COc4ccc(F)cc4F)c3)csc2n1	-3.8	-0.3	-5.3	0.1
O=C(O)CSc1ccc(C(=O)Nc2ccccc2C(F)(F)F)cc1[N+](=O)[O-]	-3.8	0.0	-7.5	-0.9
C=CCOC(=O)C1=C(C)NC(C)=C(C(=O)OCC=C)C1c1ccc(I)cc1	-4.5	0.5	-19.0	0.6
COc1ccc(CCN=CC2=C(O)c3ccccc3C2=O)cc1	-9.4	0.1	-3.8	0.7
CCCN1CCN(S(=O)(=O)c2cc(Br)c(Br)s2)CC1	10.4	0.0	11.8	0.3
O=CN1CCN(C(=O)c2cccc3c2-c2ccccc2C3=O)CC1	-3.9	0.1	1.8	-0.2
Cc1ccc(N2C(=O)CC(NNC(=O)C(c3ccccc3)c3ccccc3)C2=O)c(C)c1 (stereo unspecified)	7.5	0.5	3.7	-0.8
CC(=O)Nc1ccc(-c2cn[nH]c2)cc1OCCN(C)C	-6.8	0.6	24.8	-1.1
COc1cc(C2C(C(=O)N3CCOCC3)=C(C)NC3=C2C(=O)CCC3)ccc1OCc1ccccc1 (stereo unspecified)	-7.7	0.1	-8.0	0.4
Cc1ccccc1CN1C(=O)CSc2ccc(C(=O)NC3CCCc4ccccc43)cc21 (stereo unspecified)	-4.7	0.0	-9.6	0.7
CC(C)C(=O)Nc1cccc(C(=O)Nc2ccc(S(=O)(=O)NCC3CCCO3)cc2)c1 (stereo unspecified)	5.3	0.0	-6.2	0.6
O=c1oc(-c2ccccc2)nc2c1C1(CCCC1)Cc1ccccc1-2	7.5	0.0	0.1	0.4
O=c1c2cnn(-c3ccccc3)c2nc(-c2ccco2)n1-c1ccc(Cl)cc1	-8.7	0.0	6.6	0.6
O=C(Nc1nnc(CCSc2ccc3ccccc3c2)s1)c1ccccc1	-3.4	0.0	0.5	-1.3
COc1cc(CN2CCc3nnc(CCNC(=O)c4ccoc4)n3CC2)cc(OC)c1O	-1.3	0.1	24.9	-0.5
Cc1cc2c(c(-c3ccc(Cl)cc3)c1)OC(CNC(=O)[C@@H]1CCC(=O)N1)C2 (stereo partly specified)	-5.6	-0.1	0.0	-0.5
O=C1NC(=O)N(c2ccccc2)C(=O)/C1=C\c1ccc(F)cc1	3.0	0.1	26.2	-0.4
COCCn1c(SCC(N)=O)nnc1-c1ccoc1C	15.1	-0.1	-10.6	0.7
c1ccc2c(CNn3cnnc3)cccc2c1	-2.5	0.0	17.3	0.0
COc1ccc(/C=N/n2c(C)nnc2C)cc1O	-6.1	0.0	-8.4	-1.7
O=C(COc1ccc(Cl)cc1)NCCCn1ccnc1	8.0	-0.1	-22.7	0.8
Cc1c(C(=O)N2CCOCC2)nnn1-c1nonc1N	-4.8	-0.1	-2.0	1.9
Cc1ccc(C(C)C)c(OCCNCc2ccco2)c1	-4.9	-0.2	54.7*	-1.4
COc1ccc(OC)c(-c2cc(C(=O)N3CCCCC3C)no2)c1 (stereo unspecified)	-13.3	0.0	1.4	0.4
CN(C)S(=O)(=O)c1cc(C(=O)Nc2nccs2)c(Cl)cc1Cl	-7.7	-0.3	1.1	0.7
COC(=O)c1ccc(CSc2nc(-c3cccs3)nc3c2c(=O)n(C)c(=O)n3C)o1	7.1	-0.1	8.4	-0.1
CCOC(=O)c1ccc(NC(=O)C2CCCN2C(=O)OCc2ccccc2)cc1 (stereo unspecified)	7.2	0.3	12.7	0.6
Cc1ccc(-c2cccc3cnc(Nc4ccc(F)cc4)nc23)cn1	12.3	0.4	13.4	0.9
CCN(CC)CCCNC(=O)Cn1c(C)cc2ccccc2c1=O	6.0	0.0	10.8	0.4
O=C(CNC(=S)N(Cc1ccccc1Cl)C1CCCC1)NCc1ccccn1	-1.1	0.2	9.2	-0.7
COc1nccnc1NS(=O)(=O)c1ccc(NC(=O)c2ccccc2[N+](=O)[O-])cc1	-1.0	0.1	-17.3	0.4
CCCc1cc(NCc2cccnc2)n2c(nc3ccccc32)c1C#N	10.3	-0.1	-6.3	-0.3
COc1cc2nc(NC(=O)c3ccc(Br)s3)sc2cc1OC	2.1	1.3	29.5	-0.5
COc1ccc(-c2csc(/C(C#N)=C/c3cc4ccccc4nc3Cl)n2)cc1	2.7	0.0	10.1	-0.1
Cc1nnc(SCC(=O)Nc2nccs2)n1C	6.8	-0.1	5.7	-0.5
Cc1sc2ccccc2[n+]1CCO	-17.5	0.0	-0.8	1.1
CC(Oc1cccc(Cl)c1)C(=O)N/N=C/c1ccccc1 (stereo unspecified)	0.4	0.2	26.9	-1.1
COc1ccc(-c2nc(Nc3cc(Oc4ccc(Cl)c(C)c4)cc([N+](=O)[O-])c3)c3ccccc3n2)cc1OC	-21.2	0.5	-1.3	0.7
Cc1cc(C(=O)N2CCCC(C(=O)c3cccc4ccccc34)C2)n[nH]1 (stereo unspecified)	-4.2	-0.1	11.0	2.2
CCN1CCN(C(=O)Nc2cccc3ccccc23)CC1	0.6	-0.1	5.2	3.1
O=c1[nH]c2ccc(S(=O)(=O)NCc3ccccn3)cc2s1	-1.2	0.2	15.7	-1.1
CC(=O)N(C)C(Cc1cccc(C(F)(F)F)c1)C1CCN(C(=O)c2ccncc2)CC1 (stereo unspecified)	-0.7	0.1	10.7	0.1
CCN(CC)c1nc(NC2CCN(Cc3ccccc3)CC2)nc(Oc2ccccc2)n1	27.8	-0.1	-10.3	1.6
O=C(NCc1ccc(F)cc1)C1C2C=CC3(CN(Cc4cccnc4)C(=O)C13)O2 (stereo unspecified)	5.3	0.0	4.2	0.4
Cc1c(C(=O)N2CCN(c3ccc([N+](=O)[O-])cc3)CC2)sc2ncn(CC(=O)Nc3cccc(C(F)(F)F)c3)c(=O)c12	18.4	-0.2	4.8	0.0
O=S(=O)(Cc1ccccc1)NCC1CCCN(Cc2ccc(F)c(F)c2)C1 (stereo unspecified)	-1.7	-0.1	7.0	0.2
COC(=O)/C(=C/c1ccc2c(c1)OCO2)NC(=O)c1cccc2ccccc12	9.0	-0.2	3.3	-0.9
CCN(CCCNC(=O)CCCNC(=O)Cn1cnc2sc3c(c2c1=O)CCCC3)c1cccc(C)c1	13.4	0.2	13.9	1.9
O=C1c2ccc([N+](=O)[O-])cc2C(=O)N1Cc1ccccc1C(F)(F)F	1.1	-0.1	-0.6	-0.7
O=C(CN(Cc1ccc(F)cc1)S(=O)(=O)c1ccccc1F)N1CCCC1	4.5	0.2	8.5	-0.6
N=C1/C(=C\c2ccco2)C(=O)N=C2SC(N3CCCCC3)=NN12	-34.1	-0.1	19.2	-0.5
CCOc1ccc(S(=O)(=O)Nc2ccc(Br)cc2)cc1	17.7	0.0	-9.6	-0.3
CC1(C)CC(=O)C2=C(C1)OC(N)=C(C#N)C2c1ccco1 (stereo unspecified)	-1.7	0.0	-20.7	0.5
CC(=O)c1ccc(-c2cc(Cl)c3c(c2)CC(CNC(=O)Cn2ccc(C)n2)O3)s1 (stereo unspecified)	-3.4	0.2	5.5	-0.8
Cc1ccc(C(=O)N2CCN(c3ccccc3F)CC2)o1	-23.1	0.2	8.2	0.8
O=C(O)CCCN=C1CCCc2ccccc2N1	-3.4	0.0	-12.2	1.9
CCOc1cccc(N2C(=O)CC(N3CCN(c4ccc(O)cc4)CC3)C2=O)c1 (stereo unspecified)	3.7	0.6	-7.8	4.2

One compound at a time (already shown). Values in the order: TEAD-YAP block	FBW7 activator	MITF inh	GPR151 ag
Entry for NC(=O)CSc1nnc(-c2ccc3c(c2)OCO3)o1 : 44.6*	-0.1	1.3	-2.3
Entry for Cc1cc(C(=O)N2CCCC(C(=O)c3cccc4ccccc34)C2)n[nH]1 (stereo unspecified) : -4.2	-0.1	11.0	2.2

Next part.
SMILES	TEAD-YAP block	FBW7 activator	MITF inh	GPR151 ag
COCCCNC(=O)Nc1ccc(Cl)c(Cl)c1	-35.6	0.0	9.4	-1.6
CN(CCC#N)C(=O)Cn1ncc2c(=O)oc3ccccc3c21	7.0	0.1	17.5	-2.4
O=C(CC1(O)C(=O)Nc2ccccc21)C1CC2C=CC1C2 (stereo unspecified)	-9.7	-0.1	-6.9	-1.9
COc1ccc(-c2ccc(=O)n(CC(=O)NCCc3ccc(S(N)(=O)=O)cc3)n2)cc1	3.1	-0.1	14.9	-0.5
Cc1ccc(OCC(=O)c2cc(C)n(-c3ccccc3)c2C)c([N+](=O)[O-])n1	49.7*	-0.1	1.4	-0.2
O=CN/N=C/c1c2ccccc2c(Cl)c2ccccc12	9.5	-0.1	2.2	0.0
Clc1ccc(SCc2cn3cc(Cl)ccc3n2)cc1	-47.8	-0.1	5.3	0.0
COc1cccc(C(=O)Nc2ccc3oc(-c4cccc(F)c4)nc3c2)c1	-15.4	0.0	8.6	2.5
CC(C)(C)C(=O)NC1CCN(CC(=O)Nc2ccc(F)cc2)CC1	-3.3	-0.1	-5.6	-0.6
O=C(C1CC1)N1CCc2cc(F)ccc21	-9.4	-0.1	1.8	-0.3
CCC(CO)NC(=O)c1ccc(C)c(S(=O)(=O)N2CCOCC2)c1 (stereo unspecified)	9.3	0.1	7.9	-2.6
Cc1cc(Nc2cccc(F)c2)nc(-c2ccccc2O)n1	-5.0	0.0	13.6	-1.0
CCOC(=O)c1c(NC(=O)C2CCCN2S(=O)(=O)c2ccccc2)sc(C)c1C (stereo unspecified)	6.4	-0.1	-3.4	-0.1
COc1cc2ccccc2cc1C(=O)Nc1nc2ccc3nc(SC)sc3c2s1	-4.1	0.1	0.9	-1.5
CCOc1ccc(NC(=O)c2sc(=S)n(-c3ccc(C)cc3C)c2N)cc1	-11.5	-0.2	4.2	0.0
CCOc1ccc2c(=O)c(Oc3ccc(C(C)(C)C)cc3)coc2c1	-0.2	0.0	-10.7	0.3
COc1ccc(C(=O)CC2(O)C(=O)N(C)c3ccccc32)c(OC)c1 (stereo unspecified)	2.6	-0.1	7.9	0.6
COC(=O)c1cc(CNC(=O)COc2ccccc2)cc(NC(=O)Cn2cccn2)c1	-6.6	-0.1	-19.5	-0.9
CCC(=O)Nc1ccc(NC(=O)Cc2ccccc2)cn1	-6.1	-0.2	-8.4	0.2
Cc1ccc(-c2cc(-c3ccccc3)c(C#N)c(SCC(O)CS(=O)Cc3ccc(Cl)cc3)n2)cc1 (stereo unspecified)	2.8	0.8	17.3	-0.2
CC1CCCC(C)N1C(=O)CN(C)S(=O)(=O)c1ccc(Cl)cc1 (stereo unspecified)	1.4	0.3	15.9	-2.2
CCOC(=O)CCNC(=O)Nc1cc2nc(C)n(Cc3ccc(OC)cc3)c2nc1C	-6.6	-0.1	8.0	-0.3
CC(NC(=O)C1CC1)c1nnc2n1CCN(Cc1cccc(C(F)(F)F)c1)CC2 (stereo unspecified)	12.3	0.0	7.9	-0.3
O=C(Oc1c(Cl)cc(Cl)c2cccnc12)N1CCCC1	-7.2	-0.1	-5.2	1.0
O=C(O)c1ccc(NC(=O)C2CC(=O)N(CCc3ccccc3)C(=Nc3ccccc3)S2)cc1 (stereo unspecified)	-0.9	-0.2	-6.2	-1.6
O=C1OC(C(=O)NCc2ccco2)Cc2ccccc21 (stereo unspecified)	-6.5	-0.2	-4.7	2.1
